Assay outcomes as filed in PubChem.
Chronic BCR inh: blocks chronic active B-cell receptor signaling. ABC-DLBCL IkBa-CBG/CBR reporter, luminescence ratio, 4 h. Potency, µM (titrated, usually from 46.1 µM), without a hit: at the top dose ratio change, negative = lower green/red ratio, actives largely listed as inhibitors. hit rate 0.05% among 340,000; active = well fitted inhibition curve with a large enough effect in the signal ratio, with a control signal flat, not every such curve was filed as active; inconclusive = small, poorly fitted or top-dose-only effect, or effect the other way, or a change in a side signal; the % refers to the signal ratio;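 also: potency is read from the fitted curve at half-maximal effect; plate controls were basal doxycycline-induced cells for no effect and cells given 10 µM MG132 for full effect; MG132 reads +100%, hits lower the ratio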
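Compounds up to 46 uM were incubated four hours with TMD8 cells whose green CBG68 luciferase is fused to IkappaBalpha; red CBR luminescence normalised the signal, and concentration-effect curves were fitted to fusion, red and ratio data.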
Eya2 inh: inhibitors of human Eya2 phosphatase activity. O00167. recombinant Eya2, OMFP fluorescence dephosphorylation (OMFP is methylfluorescein phosphate). Potency, µM (doses to about 76.9 µM), without a hit: at the top dose activity, negative = inhibition, most hits filed as inhibitors. hit rate 0.006% among 330,000. AID 488837; also: potency is read from the fitted curve at half-maximal effect; % is scaled to controls: 0 for no effect and ±100 for the full control effect
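Eya2 (0.2 uM) preincubated 10 min at ambient with compound, then OMFP substrate added at 50 uM; 10 min reaction in 50 mM HEPES pH 7.5, 50 mM NaCl, 5 uM MgCl2, 0.05% BSA, 1 mM DTT. Fluorescence read at Ex 485/Em 525 nm.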
PTAP TSG101 blk: blocks PTAP/TSG101 interaction to inhibit HIV-1 budding; Q99816; Fluorescence polarization, FITC-PTAP peptide / Tsg101 binding; Potency, µM (series often up to 115 µM), for the others: top-dose activity change, negative = inhibition, hits mostly inhibitors; 340,000 tested, under 10 active; AID 493005; active = well fitted inhibition curve with a large enough effect in the main read-out, with a control signal flat, not every such curve was filed as active; inconclusive = small, poorly fitted or top-dose-only effect, or effect the other way, or a change in a side signal; inactive = no such curve, though single readings can be large or run the other way; also: potency is read from the fitted curve at half-maximal effect; % of control where 0% means no effect
Target sequence (Q99816 whole entry, looked up): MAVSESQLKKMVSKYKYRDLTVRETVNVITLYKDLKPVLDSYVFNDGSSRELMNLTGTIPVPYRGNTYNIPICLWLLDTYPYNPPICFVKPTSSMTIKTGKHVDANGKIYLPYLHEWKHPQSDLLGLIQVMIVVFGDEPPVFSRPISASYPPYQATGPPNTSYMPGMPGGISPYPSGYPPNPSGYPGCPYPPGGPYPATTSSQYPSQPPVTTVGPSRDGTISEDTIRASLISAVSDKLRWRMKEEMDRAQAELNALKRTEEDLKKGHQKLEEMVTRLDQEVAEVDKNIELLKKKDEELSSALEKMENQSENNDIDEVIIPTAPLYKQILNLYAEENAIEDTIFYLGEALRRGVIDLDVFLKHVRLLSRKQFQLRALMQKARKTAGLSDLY
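Tsg101 binding domain (10 uM final) was mixed with compound and a FITC-labeled PTAP peptide (50 nM final) in HEPES pH 7.5 buffer with NaCl, Tween 20, EDTA and TCEP; fluorescence polarization was read after 20 min at r.t.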
TSHR antag: human thyrotropin receptor antagonism | P16473 | TSHR-expressing cells, TSH-stimulated cAMP HTRF, 2 h; active compounds read low | activity change, negative = inhibition, % at 11.5 µM | hit rate 0.2% among 330,000 | AID 504810;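 active = activity change below a set negative limit, meaning inhibition stronger than a set level, cut at about -70% in these data; inconclusive = activity change between two set negative limits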; also: % is scaled to controls: 0 for no effect and ±100 for the full control effect
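TSHR-expressing cells were treated with compounds, then stimulated with TSH at EC80 (4nM final) for 2 hours at 37 deg C. Cellular cAMP was measured by HTRF competition between lysate cAMP and cAMP-d2 for a cryptate-labelled anti-cAMP antibody.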
USP2a inh: inhibitors of human ubiquitin-specific protease USP2a. O75604. USP2 core, Ub-CHOP2 coupled fluorogenic reporter, 485/531. Potency, µM (series often up to 38.3 µM), for the others: at the highest dose activity change, negative = inhibition, hits mostly inhibitors. hit rate 0.01% among 330,000;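 also: potency is read from the fitted curve at half-maximal effect; plate controls were DMSO wells for no effect and full inhibition by NEM control for full effect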
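Deubiquitinase activity read as fluorescence (485/531 nm) after Ub-CHOP2 cleavage activates the enterokinase reporter on its substrate; USP2 core 10nM, Ub-CHOP2 and substrate 25nM each, 30min compound preincubation then 60min RT; data normalized to NEM, curves fitted.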
B2AR arrestin: agonists driving beta-arrestin recruitment to human beta2-adrenergic receptor; hit rate 0.02% among 330,000; P07550; Potency, µM (top dose mostly 46.1 µM), for inactives: at the highest dose activation, hits mostly activators; AID 492947; beta-arrestin recruitment to beta2AR, cell-based reporter;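 also: potency is read from the fitted curve at half-maximal effect; 0% = DMSO controls and full agonism = EC100 isoproterenol or metaproterenol; nearly all actives have a fitted effect of over 65% in size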
TCR activator: activators of T cell receptors | primary human leukocytes, anti-CD3, IL-2 HTRF, 48 h | Potency, µM (top dose mostly 9.22 µM), without a hit: at the highest dose activation of IL-2 secretion, most hits filed as activators | 330,000 tested, under 10 active | AID 504894; also: % of control where 0% means no effect
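Human primary leukocytes + a-CD3 beads + cpd, 48 hr; IL-2 in supernatant by HTRF (ex 320nm / em 665nm). No co-stimulatory signal supplied.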
Tb PFK block: inhibitors of T. brucei phosphofructokinase; AID 485367; hit rate 0.17% among 330,000; T. brucei PFK, ADP-Glo luminescence; O15648; Potency, µM (top dose mostly 57.5 µM), for the others: at the highest dose activity, negative = inhibition, usual class: inhibitors;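 also: potency is read from the fitted curve at half-maximal effect; 0% = uninhibited 1x PFK enzyme wells and -100% = no-enzyme wells; nearly all actives have a fitted effect of over 60% in size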
Target sequence (O15648 whole entry, looked up): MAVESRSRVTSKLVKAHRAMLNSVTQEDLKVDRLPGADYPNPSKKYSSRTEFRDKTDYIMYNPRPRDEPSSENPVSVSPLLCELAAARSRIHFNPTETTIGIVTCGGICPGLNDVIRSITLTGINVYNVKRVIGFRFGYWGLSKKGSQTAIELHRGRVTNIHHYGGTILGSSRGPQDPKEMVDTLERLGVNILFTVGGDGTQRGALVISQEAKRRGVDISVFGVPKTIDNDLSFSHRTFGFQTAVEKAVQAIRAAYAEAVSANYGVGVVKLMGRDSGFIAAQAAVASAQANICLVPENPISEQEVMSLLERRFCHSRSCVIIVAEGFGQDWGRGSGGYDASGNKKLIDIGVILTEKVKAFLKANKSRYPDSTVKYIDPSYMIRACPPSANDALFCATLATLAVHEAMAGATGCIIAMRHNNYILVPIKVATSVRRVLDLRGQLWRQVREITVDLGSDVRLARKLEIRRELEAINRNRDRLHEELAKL
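In TEA buffer at pH 8.0 with 5 mM MgCl2, enzyme (1.25 nM) converted F6P (0.5 mM) and ATP (0.1 mM) for 45 min at room temperature. ADP product was read by luciferase luminescence.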
ELG1 DNA repair: ELG1-dependent DNA repair inhibition; Potency, µM (top dose mostly 46.1 µM), for inactives: at the top dose activity change, negative = inhibition, usual class: inhibitors; hit rate 2.3% among 330,000; HEK293T ELG1-luciferase reporter, luminescence, 16 h; DNA damage induced by 5-fluorouridine; AID 504467; also: potency is read from the fitted curve at half-maximal effect; % is scaled to controls: 0 for no effect and ±100 for the full control effect; nearly all actives have a fitted effect of over 55% in size
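Cells (2,000 per well) received 5-fluorouridine plus test compound or DMSO and were incubated 16 hr at 37 °C, 5% CO2. Luciferase activity was read by luminescence 30 min after ONE-Glo addition; signal suppression marked inhibition of damage-induced ELG1 function.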
Mito fusion yeast: blocks mitochondrial division or promotes mitochondrial fusion. S. cerevisiae fusion-defective mutant growth rescue, CellTiterGlo 48 h. hit rate 0.23% among 320,000. Potency, µM (titrated, usually from 46.1 µM), inactives show at the top dose growth rescue (activation), hits mostly activators;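 also: potency is read from the fitted curve at half-maximal effect; % of control where 0% means no effect; nearly all actives have a fitted effect of over 45% in size; temperature-sensitive fusion mutants such as fzo1-1 at 37 °C on non-fermentable ethanol glycerol medium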
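S. cerevisiae fusion-defective temperature-sensitive mutants (e.g. fzo1-1, mgm1-5) grown 48 h at 37C in YPEG (ethanol/glycerol non-fermentable) medium with 23 nl compound per well; growth rescue read as CellTiterGlo luminescence.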
uPA generation: blocks generation of uPA at the cell surface. cell surface uPA generation assay, qHTS. Potency, µM (series often up to 38.3 µM), inactives show at the highest dose activity change, negative = inhibition, actives largely listed as inhibitors. hit rate 0.31% among 330,000; active = well fitted inhibition curve with a large enough effect; inconclusive = small, poorly fitted or top-dose-only effect; inactive = no such curve, though single readings can be large or run the other way; tested in mouse RAW 264.7 cells; also: potency is read from the fitted curve at half-maximal effect; % is scaled to controls: 0 for no effect and ±100 for the full control effect; nearly all actives have a fitted effect of over 55% in size
An asterisk follows results filed as active; ? = inconclusive; · = not tested or not shown; [ ] = remark or other dose. Unless noted, calls follow the shape of the dose curve; as a rule, active = well fitted curve in the direction sought with a large enough effect; inconclusive = small, poorly fitted or top-dose-only effect, or another doubt; inactive = no such curve, though single readings can be large; an effect the other way counts as inactive or inconclusive.

SMILES | Chronic BCR inh | Eya2 inh | PTAP TSG101 blk | TSHR antag | USP2a inh | B2AR arrestin | TCR activator | Tb PFK block | ELG1 DNA repair | Mito fusion yeast | uPA generation
Cc1ccn2c(NC(=O)c3ccco3)c(-c3ccccc3)nc2c1 | ? | -3% | -10% | -2 | 2% | -0.4% | -4%[46.1 µM] | 6% | 10% | -2% | 9%
Cc1cc(NC(=O)CSc2nc(-c3ccco3)cc(C(F)(F)F)n2)no1 | ? | 3% | 2% | 15 | 2% | 0.1% | 2% | -4% | ? | -1% | -10%
C=CCSC1=N/C(=C\c2ccc(C)o2)C(=O)S1 | 8% | 16% | 1% | -10 | 0% | 0.3% | 8% | -10% | -5% | -1% | -6%
O=C(OCc1cc(Cl)ccc1OC(F)F)c1ccc([N+](=O)[O-])o1 | 2% | -4% | · | -20 | -1% | 0.0% | · | 1% | -6% | 4% | ·
O=C(c1ccc(Cl)cc1[N+](=O)[O-])N1CCc2ccccc2C1 | -5% | 13% | 1% | 9 | 2% | 0.1% | -14% | -1% | -3% | 4% | -10%
CCn1nc(C)cc1-c1nnc(Sc2ncc([N+](=O)[O-])s2)n1C | ? | 4% | -2% | -92* | 1% | -0.2% | -4% | ? | ? | -68%[inhibitor] | ?
CCNc1nc(NCC)nc(N(C)/N=C/c2ccco2)n1 | ? | -2% | -5% | 9 | 4% | ? | -21% | 2% | -3% | -40%[inhibitor] | -13%
Cc1cc(Oc2ccc(Cl)cc2)nc(-c2ccccn2)n1 | 9% | -14% | 0% | -6 | 1% | -0.2% | -5% | -5% | ? | -2% | -2%
O=[N+]([O-])c1cccc(C(=Nc2ccccc2Cl)NO)c1 | ? | -12% | -2% | -7 | 0% | -0.1% | -3% | -12% | 2% | 16% | ·
COc1ccccc1C(=O)NCCC(=O)N(C)CC(=O)Nc1ccc(C)cc1 | 0% | -17% | -6% | -7 | 2% | 0.1% | 0% | 0% | 14% | -4% | 1%
O=C(CSc1nnc(CNC(=O)c2ccco2)o1)Nc1cccc(C(F)(F)F)c1 | -10% | 7% | 1% | 4 | 2% | 0.4% | 3% | 0% | ? | -6% | 6%
c1coc(-c2nnc3n2C2(CCCC2)Cc2ccccc2-3)c1 | 0% | 4% | -4% | -21 | 2% | -0.4% | · | 0% | -16% | 7% | ·
COc1cc(CN2CCN(Cc3ccc4cc(F)ccc4n3)CC2CCO)cc(OC)c1 (configuration not stated) | -3% | -22% | -6% | 4 | -1% | -0.1% | -1% | 4% | ? | -4% | -5%
COc1ccccc1N1CCN(C2CCCN(C(=O)Cn3cccn3)C2)CC1 (configuration not stated) | 5% | -7% | -3% | 1 | 0% | -0.7% | -3% | 0% | -4% | -1% | -5%
Cc1[nH]c(=O)[nH]c(=O)c1S(=O)(=O)N1CCC(C(=O)N2CCN(c3cccc(C(F)(F)F)c3)CC2)CC1 | -1% | -4% | -1% | -3 | 0% | -0.1% | 6% | -22% | 5% | -1% | 2%
O=C1CC(c2ccccc2)Sc2ccccc2N1 (configuration not stated) | 3% | -4% | -6% | -4 | 0% | -0.3% | -5% | -6% | ? | -9% | -9%
CN(c1ccc(-c2csc(NC(=O)C3CC(=O)N(Cc4ccco4)C3)n2)cc1)S(C)(=O)=O (configuration not stated) | 0% | 11% | -2% | -33 | 0% | 0.2% | 12% | -12% | ? | -4% | -13%
COC(=O)C1=C(N)Oc2c(oc(CO)cc2=O)C1c1c(F)cccc1Cl (configuration not stated) | -10% | 7% | -5% | 0 | -8% | 0.3% | 0% | -5% | 4% | -1% | -5%
CC(OC(=O)c1ccc(C#N)cc1)C(=O)Nc1ccc(Cl)cn1 (configuration not stated) | 1% | 7% | -3% | -7 | 0% | -0.2% | -2% | -3% | 2% | 8% | 5%
COc1ccc(-c2ccc(-c3noc(-c4cccc(OC)c4)n3)c(OC)n2)cc1 | 2% | -16% | -2% | -9 | 2% | 0.0% | 2% | 0% | 12% | 0% | 5%
N=c1c2c(ncn1CCN1CCOCC1)Oc1cc(O)ccc1C2c1ccccc1 (configuration not stated) | ? | 1% | -9% | -11 | 0% | -0.4% | 0% | 1% | -29% | 4% | 0%
COc1ccc(NC(=O)CSc2nnc(CNC(=O)COc3ccc(Cl)cc3)o2)c(OC)c1 | -5% | 6% | -9% | 0 | 1% | -0.1% | -1% | -2% | 0% | 2% | -3%
CC(C)(C)OC(=O)NC(CC(=O)OCc1ccccc1)C(=O)O (configuration not stated) | 3% | 0% | -2% | 3 | 1% | -0.3% | 4% | -6% | 0% | 0% | -1%
CCCc1nc2ccccc2c(=O)n1/N=C/c1ccc(O)cc1 | -14% | -2% | -2% | -17 | 2% | -0.4% | 2% | -1% | 12µM* | 1% | -2%
CC(C(=O)Nc1ccc(S(=O)(=O)N2CCOCC2)cc1)N(c1ccccc1)S(C)(=O)=O (configuration not stated) | 8% | -9% | -3% | 1 | -2% | -0.1% | 1% | -7% | -12% | 2% | 4%
COc1ccc(C(=O)C[n+]2cccc3cc(OC)ccc32)cc1 | 0% | -1% | -4% | 8 | 2% | -0.1% | -2% | 0% | -35% | 1% | 9%
Cc1cc(C)n(CC(O)COc2ccc(Cl)cc2)n1 (configuration not stated) | 1% | 1% | 1% | -8 | 0% | -0.6% | · | 2% | -7% | -5% | -1%
Cc1cc(Cl)c2c(c1)[C@]1(C(=O)N2)[C@@H]2C(=O)N(Cc3ccccc3)C(=O)[C@@H]2[C@@H]2CCCN21 | ? | -14% | -8% | -4 | -8% | 5.2% | -2% | 1% | ? | 12% | 1%
CCN(CC)c1ccc(N2C(=O)c3ccccc3C2=O)cc1 | -11% | -20% | -6% | -3 | 0% | 0.1% | -3% | 4% | ? | -6% | 2%
Cc1c(C2=CCN(S(=O)(=O)c3ccc(Br)cc3)CC2)c2ccccc2n1C | 3% | 3% | -2% | -9 | -1% | -0.8% | -2%[46.1 µM] | 3% | 2% | 9% | 5%

Compound profiles (already shown). Screens in order: Chronic BCR inh | Eya2 inh | PTAP TSG101 blk | TSHR antag | USP2a inh | B2AR arrestin | TCR activator | Tb PFK block | ELG1 DNA repair | Mito fusion yeast | uPA generation
O=C(c1ccc(Cl)cc1[N+](=O)[O-])N1CCc2ccccc2C1 as listed: -5% | 13% | 1% | 9 | 2% | 0.1% | -14% | -1% | -3% | 4% | -10%
COc1cc(CN2CCN(Cc3ccc4cc(F)ccc4n3)CC2CCO)cc(OC)c1 (configuration not stated) as listed: -3% | -22% | -6% | 4 | -1% | -0.1% | -1% | 4% | ? | -4% | -5%
Cc1cc(C)n(CC(O)COc2ccc(Cl)cc2)n1 (configuration not stated) as listed: 1% | 1% | 1% | -8 | 0% | -0.6% | · | 2% | -7% | -5% | -1%
CCN(CC)c1ccc(N2C(=O)c3ccccc3C2=O)cc1 as listed: -11% | -20% | -6% | -3 | 0% | 0.1% | -3% | 4% | ? | -6% | 2%

Next results.
SMILES | Chronic BCR inh | Eya2 inh | PTAP TSG101 blk | TSHR antag | USP2a inh | B2AR arrestin | TCR activator | Tb PFK block | ELG1 DNA repair | Mito fusion yeast | uPA generation
CCCc1[nH]nc2c1C(c1ccc(Br)s1)C(C#N)=C(N)O2 (configuration not stated) | ? | 4% | -13% | -14 | -4% | 0.1% | 5% | -11% | ? | -8% | -13%
CC(C)[C@H](NC(=O)c1ccccc1Cl)C(=O)OCC(=O)NC(=O)NCc1ccco1 | 1% | -32% | -7% | -6 | 1% | 0.8% | · | -2% | 10% | · | 1%
Cc1ccc(C)n1-c1cc(S(=O)(=O)N2CCOCC2)ccc1N1CCCC1 | 1% | -3%[15.4 µM] | -1% | -6 | ? | -1.0% | · | -7% | 9% | -1% | 4%
COCCC(=O)NC1CCCc2c1cnn2-c1cccc(C)c1C (configuration not stated) | 0% | 1% | 2% | -5 | 0% | 0.1% | 2% | 3% | -17% | -1% | -3%
